hERG protect – shields human hERG channel from block by proarrhythmic agents | Q12809 | CHO-hERG, FluxOR thallium flux, dofetilide IC70 present | activation (rescue from dofetilide block), less the hit threshold, % at 10 µM | 310,000 tested, 0.51% active | AID 1511;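 active = activation above the mean of controls blocked by dofetilide plus 5 SD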;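 also: thallium influx through hERG after potassium depolarization seen as dye fluorescence rise; in these data hits start at about 4.7%; inactives centre near -7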
TRPC4 act – TRPC4 (mouse) channel activation; HEK293 TRPC4beta/mu-opioid, Fluo4 calcium fluorescence; stronger effect = higher value; B-score at 10 µM; 310,000 tested, 0.49% active; AID 2237;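 active = B-score above 5 SD of library B-scores, and initial fluorescence ratio not above library mean plus 5 SD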;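 also: positive B-score marks a calcium rise read as TRPC4 activation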
Target sequence (Q9QUQ5 whole entry, looked up): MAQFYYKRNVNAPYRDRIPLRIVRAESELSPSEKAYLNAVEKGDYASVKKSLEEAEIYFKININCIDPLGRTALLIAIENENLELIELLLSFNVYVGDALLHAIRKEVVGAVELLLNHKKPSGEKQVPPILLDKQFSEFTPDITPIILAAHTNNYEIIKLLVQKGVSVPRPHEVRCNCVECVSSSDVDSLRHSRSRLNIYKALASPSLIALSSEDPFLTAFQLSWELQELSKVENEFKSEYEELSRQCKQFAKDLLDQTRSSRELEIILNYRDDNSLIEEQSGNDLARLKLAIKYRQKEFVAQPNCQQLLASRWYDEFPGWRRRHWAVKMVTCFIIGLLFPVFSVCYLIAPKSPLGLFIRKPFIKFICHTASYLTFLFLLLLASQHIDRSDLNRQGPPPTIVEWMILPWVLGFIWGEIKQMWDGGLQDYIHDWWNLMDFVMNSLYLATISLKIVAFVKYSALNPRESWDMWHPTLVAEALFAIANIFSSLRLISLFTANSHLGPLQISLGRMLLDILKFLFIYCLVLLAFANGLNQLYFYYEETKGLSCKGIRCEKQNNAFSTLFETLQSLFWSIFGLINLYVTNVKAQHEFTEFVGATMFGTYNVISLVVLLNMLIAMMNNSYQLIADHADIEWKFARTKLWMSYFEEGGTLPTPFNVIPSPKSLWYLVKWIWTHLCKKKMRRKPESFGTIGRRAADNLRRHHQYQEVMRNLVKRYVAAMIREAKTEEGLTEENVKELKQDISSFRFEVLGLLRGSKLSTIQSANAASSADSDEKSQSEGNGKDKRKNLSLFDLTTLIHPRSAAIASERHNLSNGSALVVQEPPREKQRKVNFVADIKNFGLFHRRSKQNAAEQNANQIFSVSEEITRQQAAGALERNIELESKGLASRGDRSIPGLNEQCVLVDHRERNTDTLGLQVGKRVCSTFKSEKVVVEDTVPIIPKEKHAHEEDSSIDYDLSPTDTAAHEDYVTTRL
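Material: HEK293 stable line with TRPC4beta plus mu-opioid receptor; technique: Fluo4 calcium-sensitive dye fluorescence, kinetic, 1 Hz baseline; timing: Fluo4 dye loading 45 min at room temperature, 110 s recording; controls: assay buffer as low control, maximal DAMGO as high control; read-out: integrated baseline-normalised fluorescence ratio, converted to per-well B score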
TRPC4 potent – allosterically enhances the mouse TRPC4 cation channel. 310,000 tested, 0.42% active. HEK293 TRPC4beta/mu-opioid, DAMGO EC20, Fluo-4 Ca2+ flux; stronger effect = higher value. B-score at 10 µM. Q9QUQ5;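 active = B-score of calcium response area above 5 SD of library B-scores, with initial fluorescence ratio within 5 SD of library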;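 also: B-score of integrated fluorescence ratio over time as area under calcium response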
HDAC3 inhib – inhibitors of human histone deacetylase 3 | recombinant HDAC3, fluorogenic peptide/trypsin coupled, fluorescence | inhibition, % at 8.3 µM | 320,000 tested, 0.15% active | AID 2718; in the data active = inhibition above about 26%, passing the limit was not always enough
KCNK3 block – human KCNK3 channel inhibition, primary screen; B-score at 10 µM; 340,000 tested, 0.84% active; CHO-KCNK3 thallium flux, FluxOR fluorescence; stronger effect = lower value;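 active = B-score under library mean minus 4 SD, starting fluorescence ratio at most library mean plus 5 SD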;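 also: more negative B-score means stronger inhibition of thallium flux through KCNK3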
KCNK9 block – inhibitors of human KCNK9 two-pore domain potassium channel; Q9NPC2; HEK293 KCNK9, FluxOR thallium flux fluorescence; stronger effect = lower value; B-score at 10 µM; 310,000 tested, 1.2% active;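 active = ratio B-score over 3 SD below the library mean, with starting fluorescence within 5 SD of its mean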;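 also: negative B-score means less thallium flux so channel inhibition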
KCNQ1 pot – potentiators or activators of human KCNQ1 potassium channel; P51787; 310,000 tested, 0.35% active; CHO-K1 KCNQ1, thallium flux FluxOR fluorescence; stronger effect = higher value; B-score at 10 µM;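 active = fluorescence ratio B-score, a plate-corrected score, at least three library SD, with initial intensity B-score within 5 SD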
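Doses: Single concentration per compound, DMSO matched to controls | Test system: KCNQ1-transfected CHO-K1 cells | Timing: 90 min dye loading and 20 min compound exposure, both at room temperature | Measured by: Kinetic FluxOR thallium fluorescence, 10-s 1-Hz baseline, 110-s post-stimulus read | Medium: Assay buffer with matched DMSO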
Dyrk1A ADPGlo – blocks rat Dyrk1A kinase activity; ADP-Glo luminescence, NFATc1 peptide; 310,000 tested, 0.43% active; inhibition, % at 12.5 µM; Q63470; in the data active = inhibition above about 50%;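 also: plate controls were vehicle with enzyme for no effect and no enzyme for full effect; many of its hits are not listed in these tables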
TMEM16A act – activators or potentiators of mouse TMEM16A chloride channel | Q8BHY3 | B-score at 10 µM | 340,000 tested, 0.3% active | HEK293 TMEM16A/YFP-H148Q/I152L, iodide quench fluorescence; stronger effect = lower value | AID 623877;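 active = fluorescence-ratio B-score plate-corrected deviation score at least 3 library SD below zero, with starting fluorescence score within 5 deviations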;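 also: channel opened by trigger with iodide after compound preincubation; score built on the fluorescence ratio of max minus min over baseline; more negative score means more quench and so TMEM16A activation or potentiation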
TMEM16A inh – blocks the mouse calcium-activated chloride channel TMEM16A; Q8BHY3; HEK293 TMEM16A/YFP iodide influx fluorescence, ionomycin; normalized B-score (activity score, 25-100; higher = stronger inhibition) at 10 µM; 310,000 tested, 1.2% active; AID 588511;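 active = ratio plate-corrected score three or more library SD toward inhibition, starting fluorescence score within five deviations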;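 also: score derived from kinetic fluorescence span divided by baseline fluorescence per well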
KCNQ1 block – human KCNQ1 channel inhibition; P51787; 310,000 tested, 1.3% active; B-score at 10 µM; AID 2642; CHO-K1 KCNQ1, FluxOR thallium flux fluorescence; stronger effect = higher value;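 active = compounds whose thallium flux B-score, printed positive for inhibition, exceeds three library SD while starting fluorescence stays within three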;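 also: channel opened by potassium depolarization with thallium stimulus after 20 min compound exposure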
Starred values were filed as active, the others as inactive; i = inactive; x = not tested or not shown. An excerpt; rates above refer to the full screens.

SMILES	hERG protect	TRPC4 act	TRPC4 potent	HDAC3 inhib	KCNK3 block	KCNK9 block	KCNQ1 pot	Dyrk1A ADPGlo	TMEM16A act	TMEM16A inh	KCNQ1 block
CCn1c(COc2cccc(C)c2C)nnc1SCC(=O)Nc1cc(C)on1	-0.2	i	i	-9.2	i	i	i	-2.3	i	i	i
Cc1cc(C)cc(NC(=O)C2CCN(S(C)(=O)=O)CC2)c1	-7.0	i	i	1.3	i	i	i	7.9	i	i	i
Cn1cc(C(=O)N/N=C/C2=C(N3CCOCC3)C(=C\c3ccccc3)/CC2)ccc1=O	-2.5	i	i	6.6	i	i	i	0.6	i	i	i
O=C(CNCCC1=CCCCC1)Nc1ccc(N2CCCCCC2)cc1	-21.1	i	i	9.0	i	i	i	2.3	i	i	i
CCOC(=O)N1CCC2(CC1)NCCc1c2[nH]c2ccccc12	-2.9	i	i	1.4	i	i	i	-5.7	i	i	i
COC(=O)c1ccccc1NC(=O)CN1CCN(C23CC4CC(CC(C4)C2)C3)CC1	-5.7	i	i	-4.1	i	i	i	x	i	i	i
COCCCNC(=O)c1nc2c(nnn2Cc2cc(C)ccc2C)c(=O)[nH]1	0.9	i	i	2.9	i	i	i	-2.9	i	i	i
CC(Nc1nc(N2CCCCC2)nc2ccccc12)c1ccccc1 (stereo not given)	-28.1	i	i	-0.8	i	i	i	3.4	i	i	i
COc1ccccc1NC(=O)c1ccccc1NC(=O)c1cccs1	-6.8	i	i	0.0	i	i	i	3.6	i	i	i
CSc1ccccc1C(=O)NCc1ccc(F)cc1	-0.6	i	i	5.1	i	i	i	-5.7	i	i	i
CC(C)c1nc(N2CCOCC2)c(C#N)c2c1CCCC2	-10.8	i	i	-13.9	i	i	i	-0.9	i	i	i
CC/C(=N\NC(=O)c1ccoc1C)c1ccc(C)o1	-4.3	i	i	-4.8	i	i	i	0.6	i	i	i
Cc1ccc(-n2c(=S)sc3c(=O)n(-c4ccccc4F)c(SCC(=O)O)nc32)cc1C	-6.7	i	i	4.5	i	i	i	11.9	i	i	i
O=C(CN1C(=O)/C(=C/c2cccc(Cl)c2)SC1=S)NC1C=CS(=O)(=O)C1 (stereo not given)	-6.1	i	i	4.7	i	i	i	-5.4	i	i	i
CCOC(=O)c1ccc(NC(=O)CC2NCCNC2=O)cc1 (stereo not given)	1.9	i	i	-3.8	i	i	i	-3.5	i	i	i
O=C(Nc1ccccc1)N1CCC(C(=O)N2CCN(c3ccccc3F)CC2)CC1	-5.1	i	i	-1.5	i	i	i	-6.5	i	i	i
Cc1cc(C)cc(NC(=O)Nc2ccc3ccccc3n2)c1	-9.6	i	i	-2.0	i	i	i	1.4	i	i	i
CN1C(=O)C(O)(CC(=O)c2ccc3c(c2)OCO3)c2ccccc21 (stereo not given)	-5.9	i	i	4.6	i	i	i	-2.5	i	i	i
CCCCOc1ccccc1C1NC(=O)NC(C)=C1C(=O)OCc1ccco1 (stereo not given)	-4.7	i	i	-2.1	i	i	i	-1.5	i	i	i
COc1cc(OC)c(NC(C)C(=O)N2CCCC2)cc1Cl (stereo not given)	-7.6	i	i	-3.7	i	i	i	-2.6	i	i	i
CCOc1ccc(S(=O)(=O)N2CCN(Cc3ccccc3)CC2)cc1	-1.8	i	i	0.8	i	i	i	-0.6	i	i	i
O=C(NCCCN1CCOCC1)c1cc2ccccc2oc1=O	-12.6	i	i	-3.1	i	i	i	6.4	i	i	i
CC(C)(NO)/C(=N/O)c1ccc(Br)cc1	-5.0	i	i	4.2	i	i	i	-3.3	i	i	i
O=C(NC(=S)N(Cc1ccccc1)Cc1ccccc1)c1ccccc1F	16.4*	i	i	5.5	i	i	13*	4.1	i	i	i
COc1ccc(C(=O)NCCCNC(=O)c2ccccn2)cc1Br	-12.1	i	i	1.9	i	i	i	-0.6	i	i	i
COc1cc2c(cc1OC)C(c1ccccc1)N(C(=O)c1ccco1)CC2 (stereo not given)	-12.6	i	i	2.0	-10.7*	i	i	9.2	i	i	i
O=C(NC1CCCCCC1)C1C2C=CC3(CN(Cc4cccnc4)C(=O)C13)O2 (stereo not given)	-12.8	i	i	x	i	i	i	2.9	i	i	i
O=C(NCCCc1ccccc1)c1ccc([N+](=O)[O-])cc1Cl	-5.6	i	i	4.9	i	i	i	-4.2	i	i	i
CCCNS(=O)(=O)c1ccc(CCC(=O)N2CCN(c3ccc(F)cc3)CC2)cc1	-5.5	i	i	-1.4	i	i	i	-4.3	i	i	i
COc1ccc(NC(=O)c2ccccc2SC)cc1OC	-1.6	i	i	-4.5	i	i	i	-2.5	i	i	i
CCCn1c2ccc(/C(C)=N\O)cc2c2cc(/C(C)=N/O)ccc21	-9.6	i	i	0.4	i	i	i	3.2	i	i	i
CCOC(=O)N1CCN(C(=O)C2CCN(Cc3ccc(OC)cc3OC)CC2)CC1	-4.6	i	i	-0.8	i	i	i	3.1	i	i	i
Cc1cccc(N2CCN(c3ccc4cc(S(=O)(=O)N5CCCCC5)ccc4n3)CC2)c1C	-9.4	i	i	-1.9	i	i	i	7.1	i	i	i
COc1cccc(S(=O)(=O)Nc2ccc3c(c2)OCCO3)c1	-1.7	i	i	2.9	i	i	i	-3.6	i	i	i
CN(CC(=O)Nc1ccc(F)cc1)C(=O)c1ccncc1	-4.0	i	i	0.6	i	i	i	-2.3	i	i	i
Cc1[nH]n(-c2ccc(Cl)cc2)c(=O)c1C(=O)c1ccccc1	-8.3	i	i	3.0	i	i	i	-0.7	i	i	i
COc1ccc(CC(=O)OCC(=O)NCCNC(=O)COC(=O)Cc2ccc(OC)cc2)cc1	-15.4	i	i	-5.8	i	i	i	8.1	i	i	i
CCCCn1c(N)c(N(CC(C)C)C(=O)c2cccc(S(=O)(=O)N(C)c3ccccc3)c2)c(=O)[nH]c1=O	-16.8	i	i	1.7	i	i	i	-7.5	i	i	i
COc1ccc(C(CC(=O)N2CCCC2)c2c(OC)cc(OC)c3ccc(=O)oc23)cc1 (stereo not given)	-11.4	i	i	1.8	i	i	i	2.6	i	i	i
COc1cc(N=Nc2ccccc2C(=O)O)ccc1O	-4.6	i	i	x	i	i	i	-0.3	i	i	i
CN(CC(=O)Nc1ccccc1Cl)C(=O)CCSc1ccc(F)cc1	-9.7	i	i	0.1	i	i	i	5.2	i	i	i
O=C(COc1ccccc1Cl)Nc1ccc2oc(=O)ccc2c1	-4.7	i	i	1.8	i	i	i	-5.3	i	i	i
Clc1ccc2nc(C3CCN(Cc4nnnn4C4CCCCC4)CC3)[nH]c2c1	-12.9	i	i	-1.7	i	i	i	-5.7	i	i	i
Cc1cc(=O)[nH]c(SCC(=O)NC2CCCCC2)n1	1.2	i	i	2.0	i	i	i	4.4	i	i	i
O=C(CNC(=O)N1CC(=O)Nc2ccccc21)Nc1ccccc1	-8.5	i	i	5.1	i	i	i	-8.3	i	i	i
Cc1cc(=O)oc2cc(OCC3CC(c4ccccc4Cl)=NO3)ccc12 (stereo not given)	-12.0	i	i	7.5	i	i	i	5.5	i	i	i
COc1cccc(/C=N/n2c(C)nc3ccccc3c2=O)c1O	-11.0	i	i	-0.8	i	i	i	5.1	i	i	i
CCOC(=O)C1CCN(C(=O)c2sc3nc(-c4ccccc4)cn3c2C)CC1	-17.4	i	i	1.9	i	i	i	-4.2	i	i	i
COc1cccc(C(=O)C2CCCN(C(=O)CCc3scnc3C)C2)c1 (stereo not given)	-8.1	i	i	-0.1	i	i	i	x	i	i	i
CCCCN(Cc1ccco1)S(=O)(=O)c1csc(C(N)=O)c1	-9.0	i	i	0.4	i	i	i	-0.3	i	i	i
O=C(OCC(=O)N1CCCc2ccccc21)c1cc(S(=O)(=O)N2CCOCC2)ccc1Cl	-11.2	i	i	2.6	i	i	i	6.1	i	i	i
O=C(CCC1CCCN(C(=O)c2cc3ccccc3o2)C1)NCc1ccc(F)c(F)c1 (stereo not given)	-5.2	i	i	-0.5	i	i	i	x	i	i	i
CCN(CC(=O)NCC(=O)Nc1cccc(C)c1C)Cc1ccccc1	-7.2	i	i	-4.9	i	i	i	2.1	i	i	i
O=C(OC1CCOC1=O)c1ccc(S(=O)(=O)N2CCCCCC2)cc1 (stereo not given)	-5.2	i	i	-4.5	i	i	i	0.8	i	i	i
C/C(=N\NC(=O)C1CC1c1ccccc1)c1cccs1 (stereo not given)	-7.4	i	i	0.3	i	i	i	1.8	i	i	i
CC(C)N1CCN(Cc2cccc3nonc23)CC1CCO (stereo not given)	-4.0	i	i	-2.8	i	i	i	-6.7	i	i	i
Cc1cc2oc(C(=O)Nc3nonc3C)c(C)c2cc1Cl	-2.8	i	i	8.0	i	i	i	-8.0	i	i	i
CC(=O)/C(=N\Nc1ccc(Cl)cc1Cl)Sc1cccc2cccnc12	-3.8	i	i	-4.9	i	i	i	0.1	i	i	i
CCOC(=O)CCCCC(=O)c1[nH]c(=O)[nH]c1CSCCO	-9.6	i	i	0.1	i	i	i	-7.6	i	i	i
Cn1c(=O)cc(SCC(=O)NCCCN2CCN(c3ccccc3F)CC2)c2ccccc21	-11.3	i	i	2.4	i	i	i	4.8	i	i	i

Continued:
SMILES	hERG protect	TRPC4 act	TRPC4 potent	HDAC3 inhib	KCNK3 block	KCNK9 block	KCNQ1 pot	Dyrk1A ADPGlo	TMEM16A act	TMEM16A inh	KCNQ1 block
COc1cccc(CC(=O)Nc2cc(C(F)(F)F)ccc2N2CCCC2)c1	-8.2	i	i	9.0	i	i	i	-2.2	i	i	i
CSCC(=O)N1CCCC(CNC(=O)c2ccc(-c3ccccc3)cc2)C1 (stereo not given)	-13.0	i	i	6.3	i	i	i	-0.9	i	i	i
NS(=O)(=O)c1ccc(CCNS(=O)(=O)c2ccc3c(c2)NC(=O)CO3)cc1	-5.6	i	i	-1.0	i	i	i	x	i	i	i
O=C(CNC(=O)c1ccc(Cl)c([N+](=O)[O-])c1)NCC1CCCO1 (stereo not given)	-5.6	i	i	-0.8	i	i	i	-5.3	i	i	i
CCc1nnc(NS(=O)(=O)c2ccc(NC(=S)Nc3ccc(F)cc3)cc2)s1	-8.5	i	i	2.5	i	i	i	-4.4	i	i	i
CCN(CC)C(=O)Cn1nc(C)c2ccccc2c1=O	-0.5	i	i	2.3	i	i	i	1.5	i	i	i
Cc1n[nH]c(=S)n1/N=C/c1c(O)ccc2ccccc12	-6.5	i	i	-1.0	i	i	i	x	i	i	i
O=C(CN1C(=O)COc2ccc(Cl)cc21)Nc1ccccn1	-3.9	i	i	-7.9	i	i	i	7.3	i	i	i

From PubChem BioAssay
